Pf Dd2 growth: inhibitors of Plasmodium falciparum Dd2 growth | Potency, µM (titrated, usually from 28.9 µM), for the others: at the top dose activity, negative = inhibition, usual class: inhibitors | 120,000 compounds, 4.3% hits | P. falciparum Dd2 growth, SYBR Green, 72 h; active means well fitted inhibition curve with a large enough effect; inconclusive means small, poorly fitted or top-dose-only effect; inactive means no such curve, though single readings can be large or run the other way;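 further: plate controls were DMSO vehicle for no effect and reference drug for full effect; nearly all actives have a fitted effect of over 65% in size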
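Infected erythrocytes (Dd2, 0.3% parasitemia, 2.5% hematocrit final) are added to compound in RPMI-1640/Albumax II medium, grown 72 h at 37C in low oxygen, then lysed with saponin/Triton-X containing SYBR Green and read by fluorescence.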
The depositor's hits bear a star; i = inactive; ? = inconclusive; [ ] = dose if it differs, or a comment. Potency means the concentration at half of the fitted maximal effect. These rows are one share of the data (hit frequency here may not be typical).

SMILES	Pf Dd2 growth
COc1ccc(C(=O)N2CCC(Oc3nccnc3N(C)C)C2)c(OC)c1 (configuration not stated)	?
NC(=O)c1ccccc1NC(=O)C1CCCN(c2ncnc3onc(-c4ccc(F)cc4)c23)C1 (configuration not stated)	-17%
O=C(NCC(F)(F)F)c1ccc2c(c1)C1(CCN(CC3CC3)C1)CN2Cc1ccccc1 (configuration not stated)	i
CCOc1ccccc1C(=O)N1CCCN(C)c2ccccc21	?
Cc1ccc(CN2C(=O)SC(Nc3ccccc3)C2=O)cc1 (configuration not stated)	17%
Cc1cc(=O)n(CCN2CCOCC2)c(N2CCCC2)n1	2%
Cc1nc(N2CCCC2)c2c(C(=O)Nc3cccc(Cl)c3)c(C)oc2n1	i
CCOC(=O)c1cc(S(=O)(=O)Nc2ccc(Br)c(C)c2)[nH]n1	-17%
Cc1ccc(-n2c(C3CCN(C(=O)COc4ccc(Cl)cc4C)CC3)n[nH]c2=O)cc1	?
COc1ccc(S(=O)(=O)NCc2cccn2Cc2cccc(C)c2)cc1OC	i
O=[S+]1([O-])NCC2(CCN(Cc3ccc(C(F)(F)F)cc3)C2)Nc2ccccc21 (configuration not stated)	i
CC(=O)c1ccc(N2C(=O)N(CC(=O)c3ccc(F)cc3)c3ccccc3S2(=O)=O)cc1	5%
CC(C)C1=NOC2(CCN(S(C)(=O)=O)CC2)C1	1%[44.1 µM]
O=C(c1ccc2c(c1)CCCC2)N1CCN(c2nc3c(F)cccc3s2)CC1	58%[activator]
CCN(CC)C(=O)CN1CCC(=O)N(Cc2ccc(F)cc2)C(C(C)C)C1 (configuration not stated)	-17%
CC(C)c1nc2c(c(-c3ccc(O)cc3)n1)CN(Cc1cccc(C(F)(F)F)c1)CC2	2.5µM*
O=C(NCc1ccc(F)cc1)C1CCN(S(=O)(=O)c2ccc3c(c2)CCCN3C(=O)C2CCC2)CC1	-30%
CCN(CC1CCCN(CCc2cccc(F)c2)C1)C(=O)CCc1ccccn1 (configuration not stated)	?
CCN1CC2(CCC1=O)CCN(C(=O)c1ccc(OC)c(Cl)c1)CC2	-8%
COc1ccc(-n2nc(C3CCN(Cc4ccccn4)CC3)[nH]c2=O)cc1	?
Cc1c(C(C)NC(=O)c2cc(CC(C)C)nn2C)cnn1-c1ccccc1 (configuration not stated)	i
CCc1ccccc1Nc1cc(C(=O)NCCCN(C)C2CCCCC2)c2ccccc2n1	-15%
COc1cccc(-c2noc(-c3cc4ccccc4oc3=O)n2)c1OC	i
Cc1nc(-c2ccco2)cc([C@H]2CN3CC[C@H]2C[C@@H]3CNC(=O)C2CCC2)n1	?

Reprinted from the part before: 7 compounds; new compounds follow.
SMILES	Pf Dd2 growth
CCN(CC1CCCN(CCc2cccc(F)c2)C1)C(=O)CCc1ccccn1 (configuration not stated)	?
CCN1CC2(CCC1=O)CCN(C(=O)c1ccc(OC)c(Cl)c1)CC2	-8%
COc1ccc(-n2nc(C3CCN(Cc4ccccn4)CC3)[nH]c2=O)cc1	?
Cc1c(C(C)NC(=O)c2cc(CC(C)C)nn2C)cnn1-c1ccccc1 (configuration not stated)	i
CCc1ccccc1Nc1cc(C(=O)NCCCN(C)C2CCCCC2)c2ccccc2n1	-15%
COc1cccc(-c2noc(-c3cc4ccccc4oc3=O)n2)c1OC	i
Cc1nc(-c2ccco2)cc([C@H]2CN3CC[C@H]2C[C@@H]3CNC(=O)C2CCC2)n1	?
CC(C)OCCCNC(=O)c1ccc(-n2c(-c3ccccc3)cc3c2CCCC3)cc1	?
Cc1nn(C)c(C)c1CNC(=O)C1CC(=O)N(c2n[nH]c3cccc(F)c23)C1 (configuration not stated)	-3%
CCOc1cc(C(=O)NC2CCN(c3cc(-c4ccc(OC)cc4)[nH]n3)C2)cc(OCC)c1OCC (configuration not stated)	i
CCCNC(=O)OC[C@H]1C[C@@H]2CCN1C[C@@H]2c1cc(-c2ccc3ccccc3c2)nn1C	?
CN(Cc1ccc2c(c1)CCO2)C1CCc2nn(CC3CC3)c(=O)n2CC1 (configuration not stated)	7%
CC1=C[C@@H](CNCc2cccnc2)[C@H](C(C)C)C[C@H]1Cc1nnc(-c2ccc([N+](=O)[O-])cc2)o1	?
CCn1nccc1C(=O)N1CCCC(c2noc(COc3ccccc3)n2)C1 (configuration not stated)	?
O=C(NCCCN1CCOCC1)c1ccc2c(c1)N(Cc1ccccc1)C(=O)c1ccccc1S2	i
CC1=C(C(=O)N2CCCCC2)C(c2ccc(Cl)cc2)n2c(nc3ccccc32)N1 (configuration not stated)	i
CCCOCCNC(=O)c1c(C)noc1-c1ccc(C(C)(C)C)cc1	?
CN1C(=O)CC(C(=O)O)C12CCN(C/C=C/c1ccccc1)CC2 (configuration not stated)	-5%
O=C1c2[nH]nc(-c3ccccc3O)c2C(c2cccc(OCc3ccccc3)c2)N1CCCO (configuration not stated)	11µM*

Three compounds from above, ordered by SMILES length, falling:
SMILES	Pf Dd2 growth
CC(C)c1nc2c(c(-c3ccc(O)cc3)n1)CN(Cc1cccc(C(F)(F)F)c1)CC2	2.5µM*
CC(C)OCCCNC(=O)c1ccc(-n2c(-c3ccccc3)cc3c2CCCC3)cc1	?
CCn1nccc1C(=O)N1CCCC(c2noc(COc3ccccc3)n2)C1 (configuration not stated)	?

More entries follow:
SMILES	Pf Dd2 growth
COc1cccc(NC(=O)C(=O)NCCc2csc(-c3ccc(C(F)(F)F)cc3)n2)c1	0%
O=C(NCc1ccccc1F)[C@H]1CN(Cc2ccccc2)C[C@H]1C(=O)O	-24%
COc1cc(CNCCSc2nnnn2C)ccc1OCc1ccc(F)cc1	i
COc1ccccc1CCC(=O)N1C[C@H](N)C[C@H]1C(=O)NC(C)C	-6%
Cc1ccc(-c2ncc(C(=O)Nc3cc(F)cc(F)c3)c(-c3ccncc3)n2)cc1	-28%
COC(=O)[C@@H]1C[C@H](NC(=O)CSC23CC4CC(CC(C4)C2)C3)CN1C	2%
O=C(CCC[C@@H]1[C@H]2CCCN3CCC[C@@H](CN1Cc1ccccc1)[C@@H]23)N1CCCC1	?
COCCN1C(=O)CS(=O)(=O)C12CCN(C(=O)c1cc(Cl)ccc1OC)CC2	-11%
O=S(=O)(N[C@@H]1CCOC[C@H]1O)c1cccc(C(F)(F)F)c1	2%
CCn1nccc1C(=O)N1CCC(N2C[C@H](O)C[C@H]2C(=O)NCc2cccc(OC)c2)CC1	i
CCn1c(CNC(=O)c2ccc(OC)cc2)nnc1SCC(=O)Nc1cc(C)ccc1C	43%[activator]
Cc1nc(CC(=O)Nc2nn(C)c3cccc(Oc4cccnc4)c23)cs1	-14%
Cc1c(C(=O)N2CCC(C)CC2)c(S(=O)(=O)N2CCN(c3ccc(Cl)cc3)CC2)c(C)n1C	i
Cc1cc(C)cc(NC(=O)CSc2oc(-c3ccccc3)nc2S(=O)(=O)c2ccc(Cl)cc2)c1	12%
CCNC(=O)N[C@H]1[C@H](O)[C@@H](N2CCCCC2)[C@@H]2OC[C@H]1O2	3%[44.1 µM]
COc1nccc(N2CC[C@@](O)(C3CCOCC3)[C@H](C)C2)c1C#N	?
COC(=O)c1ccc2nc(CO[C@H]3CN(Cc4cccnc4)C[C@H]3F)[nH]c2c1	-21%[44.1 µM]
CCN1CCN(C(c2ccc(SC)cc2)c2c(O)cc(C)n(CCOC)c2=O)CC1 (configuration not stated)	i
CC(C)c1nnc(C2CN(C(=O)C3CCCC3)CC23CCOCC3)o1 (configuration not stated)	22%
COc1ccccc1Cn1cc(C(=O)c2ccc(C)cc2)c(=O)c2cc(F)cc(F)c21	?
COC(C)c1nc(C2CCOCC2)nn1Cc1ccc2c(c1)OCO2 (configuration not stated)	-15%
CCOC(=O)c1ccccc1NC(=O)c1c(C)oc2ncnc(N3CCOCC3)c12	-5%
Cc1ccc(-c2cc(N)n3nc(-c4ccc(C)cc4)cc3n2)cc1	8%
O=C(c1ccc(N2CC3CC(C2)[C@H]2CCCC(=O)N2C3)nc1)N1CCN(c2ccccn2)CC1 (some centres not stated)	i

Look-ups from the list.
`Cc1nc(CC(=O)Nc2nn(C)c3cccc(Oc4cccnc4)c23)cs1` in Pf Dd2 growth shows -14%
`COC(C)c1nc(C2CCOCC2)nn1Cc1ccc2c(c1)OCO2` (configuration not stated) in Pf Dd2 growth shows -15%

Additional entries follow:
SMILES	Pf Dd2 growth
COc1cc(NC(=O)CC(C)S(=O)(=O)c2cc3c4c(c2)CCN4C(=O)CC3)cc(OC)c1 (configuration not stated)	i
CCc1c(C)sc2c1CCN(Cc1ccccc1F)C2c1ccccc1 (configuration not stated)	3.2µM*
CCOc1ccc2c(n1)CCN(C(=O)C1(c3ccc(OC)cc3)CC1)C2	?
Cc1cc(C(F)(F)F)nn1CC(=O)N1CCCCCCNC(=O)CC1	-17%
CCN(C(=O)c1cc(S(=O)(=O)N2CCCC2)cn1C)c1ccc(OC)cc1	?
CCOC(=O)c1ccc(N2C(=O)c3n[nH]c(-c4ccco4)c3C2c2ccc(OC)cc2OC)cc1 (configuration not stated)	?
CC(=O)Nc1ccc(C(=O)N2CCC3(CC2)CC(NC(C)=O)c2ccccc23)cc1 (configuration not stated)	-1%
COc1cccc(-c2nc(SCC(=O)NC3CCCC3)c(-c3ccccc3)[nH]2)c1	?
COC(=O)[C@@H]1Cc2c([nH]c3ccccc23)[C@H]2C[C@H](NCCc3cnc[nH]3)C[C@@H](c3ccccc3F)N21	?
CCOc1cccc(C2c3c(oc4ccc(F)cc4c3=O)C(=O)N2c2cc(C)ccn2)c1 (configuration not stated)	-2%
COc1ccc(CN2CCCC23Cc2ccccc2CNC3=O)cc1 (configuration not stated)	?
C[C@H]1[C@@H]2[C@@H](O)C([C@H](C)C(=O)NCc3ccccn3)CC[C@@]2(C)CC[C@@H]1NC(=O)C1CC1 (some centres not stated)	i
CCCS(=O)(=O)Nc1cc(-c2cn3ccc(C)cc3n2)ccc1C	?
COc1ccc(S(=O)(=O)N(C(=O)c2ccncc2)c2ccc3oc(C)c(C(C)=O)c3c2)cc1	9%
O=C(NCCOc1ccccc1)c1nc2c(o1)CCN(CC1CCCCC1)CC2	-19%[44.1 µM]
Cc1c(C(=O)Nc2ccccc2F)sc2ncnc(N(C)C3CCCCC3)c12	14%
CCOC(=O)c1c(C)[nH]c(C)c1S(=O)(=O)N(C)CC(=O)NCc1ccc(C)cc1	43%[activator]
COC[C@H]1C[C@@H](NC2CCN(C(C)=O)CC2)[C@H](O)[C@@H]1O	20%[44.1 µM]
COc1ccc2c(c1)CCN=C2C[C@H]1CN(C(=O)CC(C)(C)C)CC[C@H]1CC(=O)O	-3%[44.1 µM]
COc1ccccc1-n1cc(-c2ccnc(N3CCCN(C(C)=O)CC3)n2)cn1	?
O=C1COc2ccc(-c3ccoc3)nc2CN1Cc1ccc(C(F)(F)F)cc1	13µM*
Cc1ccccc1C(=O)N(C)C(C)c1cccs1 (configuration not stated)	i
CCC(=O)N1c2ccccc2CC1C(=O)NCCc1ccccc1Cl (configuration not stated)	?
O=C(c1ccc(CO)o1)N1CCC2(CC1)[C@H](O)C[C@@H]2OCCO	-6%
NC(=O)N1CCCC(C(=O)N2CCCN(c3ccc(F)cc3)CC2)C1 (configuration not stated)	0%
Cc1ccc(Oc2coc3cc(OCC(=O)NC4CCCCC4)ccc3c2=O)cc1	?
CC(C)c1ccc(CN2CCC(CNS(=O)(=O)C3CC3)C2)cc1 (configuration not stated)	?
CCc1nc2nccc(-c3ccc4c(c3)OCCCO4)n2n1	-10%
CCCCNC(=O)CSc1nc2n[nH]c(C)c2c(=N)n1-c1ccccc1CC	?
Cc1nc(N2CCC(NCCc3n[nH]c(=O)[nH]3)CC2)c2ccsc2n1	-6%
O=C1NC2(CCN(Cc3cncs3)C2)Oc2ccccc21 (configuration not stated)	i
COCC(=O)N1CCN(C2CCN(Cc3ccccn3)C2=O)CC1 (configuration not stated)	10%
NC(=O)CNC(=O)C1=C[C@@H](NC(=O)c2ccc(F)c(Cl)c2)[C@@H](O)[C@H](O)C1	58%[activator][44.1 µM]
COc1ccc(C(=O)N2CC(=O)Nc3ccc(C)cc3C2c2ccccc2)cc1OC (configuration not stated)	6%
COc1ccccc1C(=O)NCCn1cc(SCC(=O)Nc2ccccc2F)c2ccccc21	i
CN(Cc1cccnc1)C1CN(C(=O)c2ccnn2C)C1	11%
O=C(CCc1conc1-c1ccccc1F)NCC1CCCCC1	-26%
COCCN1CCOc2nc(-c3cccc(OC)c3F)ncc2C1=O	-6%[44.1 µM]
COc1cccc(CC(=O)N2CCC(N3C(=O)CCC3C(=O)NCc3ccccc3)CC2)c1 (configuration not stated)	13%
COc1ccc(C(=O)N2CCOCC3(CN(Cc4cccc(Cl)c4)C3)C2)cc1OC	-8%[44.1 µM]
COC(=O)Cn1c(=O)c2c(nc3n2CCN3c2cccc(C)c2)n(C)c1=O	32%[activator]
CCOC(=O)CSc1nc2c(sc3ccccc32)c(=O)n1Cc1ccc(OC)cc1	-15%
O=C(NCc1cc(F)cc(F)c1)C1CCN(C(=O)c2ncn3c2COC(c2ccc(F)cc2)C3)CC1 (configuration not stated)	8%
CCN(CC)c1ncccc1CNC(=O)Nc1ccc2c(c1)OCO2	-20%
CCc1noc(-c2cn(C3CCCN(C(=O)c4cc(Cl)ccc4F)C3)nn2)n1 (configuration not stated)	?
COc1ccc(CCC(=O)NCCC2CCN(C(=O)Nc3ccc(C)cc3)CC2)cc1	i
CCN1CC(C(=O)N2CCC(Sc3ccc(C)cc3)CC2)CC1=O (configuration not stated)	-2%
CCOc1ccc(C(c2c(O)cc(C)n(CCOC)c2=O)N2CCN(c3ccccc3F)CC2)cc1 (configuration not stated)	i
